Source: PubChem BioAssay (SRMLSC)
SKBR3 24h inh: SK-BR-3 proliferation inhibitors; SK-BR-3 viability, CellTiter-Glo ATP luminescence, 24 h; active compounds read low; viability, % at 10 µM; actives 0.47% (n = 41,000); AID 847;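 active = viability at or below the median of all test compounds minus 3 SD, in both replicates if run twice, cut at about 45% in these data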;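 also: 100% = median untreated cell wells and 0% = median positive control drug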
Active calls of the source: *.

Start of the data: the first three compounds (preview)
SMILES | SKBR3 24h inh
NC(=O)C1(N2CCCCC2)CCN(C(=O)CSc2nc3ccccc3[nH]2)CC1 | 99
Cc1ccc(N2C(=O)C3ON(c4ccccc4)C(c4ccncc4)C3C2=O)c(C)c1 (stereo not given) | 119
CN1C(=O)C2(c3ccccc31)C1CCCC=C1C(C#N)=C(N)C2(C#N)C#N (stereo not given) | 81

Results, from the start:
SMILES | SKBR3 24h inh
NC(=O)C1(N2CCCCC2)CCN(C(=O)CSc2nc3ccccc3[nH]2)CC1 | 99
Cc1ccc(N2C(=O)C3ON(c4ccccc4)C(c4ccncc4)C3C2=O)c(C)c1 (stereo not given) | 119
CN1C(=O)C2(c3ccccc31)C1CCCC=C1C(C#N)=C(N)C2(C#N)C#N (stereo not given) | 81
CCn1c(SCCC(=O)Nc2ccccc2)nnc1-c1ccc(OC)cc1 | 95
Cc1ccc(N(CN2C(=O)C3CC=CCC3C2=O)C(=O)c2ccco2)cc1Cl (stereo not given) | 125
O=C(OCCCCN1C(=O)c2ccccc2C1=O)c1ccc(S(=O)(=O)N2CCCC2)cc1 | 104
CCOCCSc1nnc2nc(C)cc(C)n12 | 86
CCOc1ccc(NC(=O)Nc2ccc3c(c2)nnn3C)cc1 | 88
CC(C)(C)NC(=O)C1CC(=O)OC1(C)C (stereo not given) | 112
CCN(CC)C(=O)CSc1nnc(-c2ccco2)n1Cc1ccco1 | 115
CCOc1ccc(CNC(=O)C2CCN(S(=O)(=O)CC)CC2)cc1OC | 82
CCN(CC)CC(O)COc1ccccc1C(=O)CCc1ccccc1 (stereo not given) | 100
COC(=O)c1ccsc1NC(=O)CSc1nnnn1Cc1ccccc1 | 146
COc1ccc(-c2nn3c(-c4ccccc4)nnc3s2)cc1OC | 76
Cc1cccc(OCC(=O)Nc2ccc(N3CCCC3)cc2)c1C | 96
COc1ccc(-n2c(SCCC(=O)O)nnc2-c2ccncc2)cc1 | 91
CCOc1ccc(N2C(=O)CC(n3nc(C)cc3C)C2=O)cc1 (stereo not given) | 97
CCOc1ccccc1C(=O)Nc1ccc(-c2nnc(-c3ccc(C)cc3)o2)cc1 | 86
CCOc1cc(S(=O)(=O)N2CCN(c3ccc(F)cc3)CC2)c(OCC)cc1-n1cnnn1 | 79
CCOC(=O)CSc1nnc(CCc2nc3ccccc3[nH]2)n1C | 90
CN(C)c1ccc(C(=O)N2CC(=O)N(CCc3ccccc3)C(=O)C2)cc1 | 69
CCC(c1nnnn1Cc1ccco1)N(Cc1ccccc1OC)Cc1cc2cc(C)ccc2[nH]c1=O (stereo not given) | 93
COCCN(CCOC)Cc1c(C)[nH]c2c(C)c(C)ccc2c1=O | 86
O=C(Nc1nc2nc(-c3ccccc3)cc(-c3ccccc3)n2n1)c1ccco1 | 82
O=C(NC1=NCCS1)c1cccc(NC(=O)c2ccco2)c1 | 103
C/C=C/COc1nc2c(c(=O)n(C)c(=O)n2C)n1C | 81
COc1ccc(OC)c(NC(=O)c2ccc(NC(C)=O)cc2)c1 | 94
O=S(=O)(NCCc1csc(-c2ccccc2)n1)c1ccc2c(c1)OCCO2 | 99
CCOC(=O)c1c(CN2CCOCC2)n(-c2ccccc2)c2ccc(O)cc12 | 82
CC(OC(=O)c1cc2sccc2n1C)C(=O)NCC1CCCO1 (stereo not given) | 101
CCOCCCNC(=O)c1ccc2c(c1)OCO2 | 85
Cc1cc(C)n(-c2nc(SCC(=O)NCC3CCCO3)c3c4c(sc3n2)CCCC4)n1 (stereo not given) | 100
Cc1nnc(Sc2nc3c(c(=O)n(C)c(=O)n3C)n2Cc2ccc(Cl)cc2)s1 | 79
CCNS(=O)(=O)c1ccc(OCCNS(C)(=O)=O)cc1 | 92
CCCc1cc(=O)[nH]c(Nc2cc(OC)ccc2OC)n1 | 80
N#Cc1nc(COc2ccccc2)oc1N1CCN(c2cccc(Cl)c2)CC1 | 91
O=C(NCc1ccco1)c1scc2c1OCCO2 | 96
O=C(Nc1scc(-c2ccccc2)c1C(=O)O)c1ccco1 | 78
O=c1[nH]c(-c2ccccc2)c(-c2ccccc2)[nH]1 | 96
O=C(CSc1nnc(-c2cccnc2)o1)OC1CCCCC1 | 96
COC(=O)c1ccc(COc2nc(C)cc(C)c2C#N)o1 | 89
O=C(O)c1cc(CN2CCOCC2)oc1-c1ccccc1 | 87
Cc1cc(-c2ccco2)c(C#N)c2nc3ccccc3n12 | 82
COc1ccc(CCNc2nc(=O)[nH]nc2C)cc1OC | 86
CCOC(=O)c1c(NC(=O)Cc2cccs2)sc(C(=O)N2CCCCC2)c1C | 71
Cc1cc(N2CCCC2)ccc1/C=N/n1cnnc1 | 88
CC(C)n1c(Sc2nccn2C)nc2c1c(=O)n(C)c(=O)n2C | 110
CCc1[nH]nc2c1C1(CCOC1C)C(C#N)=C(N)O2 (stereo not given) | 81
C/C(=C1\SC(N2CCOCC2)=NC1=O)c1ccc(C)cc1 | 81
CCOC(=O)C(c1ccccc1)N1CCN(c2ccc(OC)cc2)CC1 (stereo not given) | 89
O=C(NC1CCCCC1NC(=O)c1ccco1)c1ccco1 (stereo not given) | 115
CCc1nnc(NC(=O)CN2CCOCC2)s1 | 78
COc1cc2c(cc1OC)CN(c1ccc(-c3ccccc3OC)nn1)CC2 | 86
COc1ccccc1CNC(=O)COc1ccccc1OC | 87
Cc1oc2c(CN3CCCC3)c(O)ccc2c(=O)c1-c1ccccc1 | 80
CC12CCC(C(=O)N3CCN(c4ccccc4)CC3)(CC1=O)C2(C)C (stereo not given) | 123
CCOC(=O)N1CCN(C(=O)c2ccc3c(=O)n(CCOC)c(=O)[nH]c3c2)CC1 | 96
COc1nc2ccccc2cc1-c1noc(-c2cccnc2)n1 | 83
CC1Cc2ccccc2N1S(=O)(=O)c1cccc(C(=O)OCC(=O)NC2CCS(=O)(=O)C2)c1 (stereo not given) | 97
COc1cc(NC(=O)CN(c2ccc(C)cc2)S(=O)(=O)c2c(C)n[nH]c2C)cc(OC)c1 | 74

Among those listed so far, these have a thiophene ring, fused or not:
SMILES | SKBR3 24h inh
COC(=O)c1ccsc1NC(=O)CSc1nnnn1Cc1ccccc1 | 146
CC(OC(=O)c1cc2sccc2n1C)C(=O)NCC1CCCO1 (stereo not given) | 101
Cc1cc(C)n(-c2nc(SCC(=O)NCC3CCCO3)c3c4c(sc3n2)CCCC4)n1 (stereo not given) | 100
O=C(NCc1ccco1)c1scc2c1OCCO2 | 96
O=C(Nc1scc(-c2ccccc2)c1C(=O)O)c1ccco1 | 78
CCOC(=O)c1c(NC(=O)Cc2cccs2)sc(C(=O)N2CCCCC2)c1C | 71

(more compounds)
SMILES | SKBR3 24h inh
O=C(c1scc2c1CCCC2)N1CCOCC1 | 94
CCOC(=O)Cn1nc(C)c(-c2ccccc2)c1N | 106
O=C(Cc1cccs1)Nc1ccc(N2CCOCC2)cc1 | 96
O=C(CN1CCN(c2nc(-c3ccc(F)cc3)cs2)CC1)Nc1ccc2c(c1)OCO2 | 79
Cc1ccc(C)c(S(=O)(=O)NC(CCC(N)=O)C(=O)O)c1 (stereo not given) | 81
Cc1ccc(NC(=O)CSc2nnc(-c3ccccn3)n2C)cc1 | 86
O=C(NCC(c1cccnc1)N1CCN(c2ccc(F)cc2)CC1)c1ccccc1 (stereo not given) | 88
CC(C)Sc1nc2c(c(=O)[nH]c(=O)n2C)n1Cc1ccc(Cl)cc1 | 48
COc1ccc(C(=O)CSc2nn3c(=O)c(C(C)(C)C)nnc3s2)cc1 | 75
O=S(=O)(N1CCCCCC1)N1CCN(S(=O)(=O)N2CCOCC2)CC1 | 89
O=c1nc2s/c(=C\c3ccco3)c(=O)n2nc1Cc1ccc(F)cc1 | 91
O=C(CC1CCCCC1)NC1CCCC1 | 94
CCOc1ccc(/C(O)=C2\C(=O)C(=O)N(CCN(C)C)C2c2cc(OC)ccc2OC)cc1Cl (stereo not given) | 84
CCCCOc1ccccc1C(=O)NCCCC(=O)O | 74
COc1ccc(S(=O)(=O)N2CCC(C(=O)NC3CC3)CC2)cc1Cl | 86
CC(=O)NC(CCS(C)(=O)=O)C(=O)Nc1ccccc1Cl (stereo not given) | 86
Nn1c(SCC(=O)Nc2ccccc2F)nc2ccccc2c1=O | 83
Cc1cc(NC(=O)CCc2ccc(S(=O)(=O)N3CCOCC3)cc2)n(-c2ccccc2)n1 | 117
CCOC(=O)C1=C(C)N(CCO)C(=O)NC1c1cccc(O)c1 (stereo not given) | 79
CC1(C)Oc2ccc(C(=O)N3CCOCC3)cc2N(CC(=O)N2CCOCC2)C1=O | 70
O=C(N1CCOCC1)N(CCN1CCOCC1)Cc1cccc(Cl)c1 | 91
O=C(CSc1ccc(-c2ccccc2)nn1)N1CCOCC1 | 123
O=c1cc(-c2ccccc2)c2ccc(O)c(CN3CCCCC3)c2o1 | 92
O=C(CSc1nnc(-c2cccs2)o1)N1CCCc2ccccc21 | 94
CCN(CC)C(=O)CSc1nc2ccccc2c(=O)n1OC | 98
COc1ccc(OC)c(C2C(C#N)=C(N)Oc3cc(C)n(Cc4ccccn4)c(=O)c32)c1 (stereo not given) | 107
COc1ccc(CNc2nc3c(c(=O)n(Cc4ccc(Cl)cc4)c(=O)n3C)n2C)cc1 | 69
CC(C)NS(=O)(=O)c1ccc(CCC(=O)NCc2cccnc2)cc1 | 92
O=C(Nc1cccc(O)c1)c1ccc(Br)cc1 | 101
COc1nc(C)ccc1-c1noc(-c2ccccn2)n1 | 88
CCOC(=O)C1CCN(c2ncnc3c2cnn3-c2ccc(Cl)cc2)CC1 | 92
CC(C)Sc1nnc2n(CCc3ccccc3)c(=O)c3c4c(sc3n12)COC(C)(C)C4 | 95
COC(=O)CSC1=NS(=O)(=O)c2ccccc21 | 81
Cc1nnc2sc(-c3ccncc3)nn12 | 100
CCCn1c(SCC(=O)NCc2cccs2)nc2c1c(=O)n(C)c(=O)n2C | 66
Cc1[nH]n(C(N)=S)c(=O)c1C(c1ccccc1)C(C#N)C#N (stereo not given) | 80
Cc1sc2nc(C3CC3)nc(SCC(=O)NCc3ccco3)c2c1C | 92
CCOC(=O)C1CCCN(C(=O)c2cnn3c(C(F)(F)F)cc(-c4ccccc4)nc23)C1 (stereo not given) | 74
COC(=O)c1ccc(-c2nc3ccc(C)cc3o2)cc1 | 96
O=C(NCC1CCCCC1)c1ccco1 | 93

Single values from the entries so far.
CCOc1ccc(NC(=O)Nc2ccc3c(c2)nnn3C)cc1 in SKBR3 24h inh shows 88
O=C(NC1=NCCS1)c1cccc(NC(=O)c2ccco2)c1 in SKBR3 24h inh shows 103

Continued.
SMILES | SKBR3 24h inh
C=CCn1c(N)c(C(=O)NC2CCCCC2)sc1=S | 80
O=S(=O)(NCC1CCCO1)c1ccc(Cl)c(C(F)(F)F)c1 (stereo not given) | 104
Cc1ccc(Nc2nc(N)nc(CSc3nnc(-c4ccncc4)o3)n2)cc1 | 102
CC(=O)NC(CCS(C)(=O)=O)C(=O)Nc1nccs1 (stereo not given) | 91
CCCCn1nnc(NC(=O)c2cc3ccccc3o2)n1 | 98
COc1ccc(Cn2nnnc2C(c2cc3ccc(OC)cc3[nH]c2=O)N2CCCCCC2)cc1 (stereo not given) | 109
O=C(CCCC(=O)N(CC(=O)NC1CCCC1)Cc1ccccc1)Nc1ccccn1 | 101
CCOC(=O)NC(Nc1sc2c(c1C(=O)OC)CCN(C)C2)(C(F)(F)F)C(F)(F)F | 86
NC(=O)c1cnccn1 | 105
CCOc1cccc(-c2nnc3sc(COc4ccc(C)cc4)nn23)c1 | 92
CCN(CC)S(=O)(=O)c1ccc2nc(NC(=O)c3cccs3)sc2c1 | 87
O=C(NCc1cccs1)C1CCCN(c2ncccn2)C1 (stereo not given) | 98
COc1ccc(N2CCCn3c2nc2c3c(=O)n(CCCc3ccccc3)c(=O)n2C)cc1 | 87
C#CCN1C(=O)C2C(C(=O)NC)C3C=CC2(O3)C1C(=O)NCc1ccc(OC)cc1 (stereo not given) | 92
CC(=O)Nc1ccc(NCC(O)COc2ccccc2)cc1 (stereo not given) | 96
CC(C(=O)Nc1ccc(C(=O)O)cc1)N1C(=O)c2ccccc2C1=O (stereo not given) | 81
COc1ccc(OC)c(CN2CCCC(C(=O)N3CCCCC3)C2)c1 (stereo not given) | 101
COc1cc(-c2nnn(CC#N)n2)ccc1OCc1ccccc1 | 90
Cc1ccc(N(C(C)C(=O)Nc2ccc(S(=O)(=O)N3CCOCC3)cc2)S(C)(=O)=O)cc1C (stereo not given) | 91
COCc1cc(=O)[nH]c(/N=C(\N)Nc2ccc(C)cc2)n1 | 104
O=C(Oc1ccccc1)c1ccc2nccnc2c1 | 80
CCn1c(COc2cccc(C)c2)nnc1SCC(=O)Nc1cccc(C(=O)O)c1 | 88
O=S1(=O)C[C@@H](N2CCOCC2)[C@H](N2CCOCC2)C1 | 84
COc1cccc(C(=O)CN2C3=NCCCN3c3ccccc32)c1 | 74
Cc1cc(Oc2ccc(=O)n(C)n2)nc(Oc2ccc(=O)[nH]n2)n1 | 97
CN(C)S(=O)(=O)N(Cc1ccc(Br)cc1)c1ccccc1 | 79
CC(C)(C)c1ccccc1OCC(=O)NCCC(=O)O | 97
CN(C)CC(=O)Nc1ccc(S(N)(=O)=O)cc1 | 97
Cc1onc(-c2c(F)cccc2Cl)c1C(=O)NC1=NCCS1 | 93
N#CCCN(CCC#N)C(=O)COc1ccc(Cl)cc1Cl | 93
O=C(NCCCN1CCCC1=O)NC12CC3CC(CC(C3)C1)C2 | 93
COc1ccc(C(=O)CSc2nnc(CNC(=O)c3ccc(OC)c(OC)c3)n2C)cc1 | 103
C/C(N)=C(\C#N)C(=O)NCCc1ccccn1 | 88
CCOC(=O)CNC(=O)CSc1ncnc2c1cnn2-c1ccccc1 | 69
COc1ccccc1N1CCN(C(=O)c2cc(-c3ccc(Cl)c(Cl)c3)on2)CC1 | 80
Oc1[nH]c2ccccc2c1C=Nc1ccc2c(c1)OCCO2 | 89

Reprinted at random: three entries already listed, in no set order.
SMILES | SKBR3 24h inh
COc1cccc(C(=O)CN2C3=NCCCN3c3ccccc32)c1 | 74
C/C(N)=C(\C#N)C(=O)NCCc1ccccn1 | 88
CC(C)(C)c1ccccc1OCC(=O)NCCC(=O)O | 97

Not all compounds are listed; count on the stated rates, not on these rows.
